Screening data from PubChem.
UPR CHOP act – activators of apoptotic arm of unfolded protein response (CHOP) | hit rate 0.34% among 330,000 | activation, % at 10 µM | CHO-CHOP luciferase reporter, UPR activation, luminescence; percent of tunicamycin response over DMSO baseline;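 active = at 10 µM dose, activation of 40% or more, normalized to positive control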;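 note: 100% = tunicamycin at 10 µg/mL and 0% = DMSO alone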
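System: CHO CHOP reporter cells. Amount: 500 cells per well. Buffer or medium: F12 medium, 10% FBS. Compound dosing: one dose, 10 µM in 0.5% DMSO. Incubation: 6 h compound exposure at 37 °C after overnight seeding. Technique: Steady-Glo luciferase luminescence. Benchmarks: tunicamycin and DMSO controls.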
TIM10 inh – inhibits growth of TIM10 yeast strain; S. cerevisiae TIM10 strain growth, BacTiter-Glo luminescence, 24 h; inhibition, % at 10 µM; hit rate 1.4% among 330,000; AID 463195;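 active = inhibition of 40% or more at the single tested concentration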;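 note: wild-type TIM10 isogenic control strain grown at permissive 25 °C; 0% = DMSO yeast wells and 100% = minimal medium wells without yeast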
CXCR6 block – CXCR6 (human) receptor inhibition; O00574; CHO-K1 PathHunter CXCR6 beta-arrestin, luminescence; inhibition, % at 20 µM; hit rate 0.36% among 360,000; AID 602244; in the data active = inhibition above about 34%, passing the limit was not always enough;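 note: antagonist mode with CXCL16 agonist at 10 nM final; 0% = 10 nM CXCL16 with DMSO and 100% = unstimulated wells without agonist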
APJ antagonist – antagonists of human APJ apelin receptor | CHO-K1 APJ beta-arrestin complementation, luminescence | hit rate 0.32% among 330,000 | P35414 | inhibition, % at 20 µM;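 active = inhibition above about 40% at 20 µM, limit read from the data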;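 note: cells challenged with 10 nM apelin-13 agonist together with compound; plate controls were apelin-13 plus DMSO wells for no effect and DMSO wells lacking apelin-13 for full effect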
Mdm2-MdmX inh – human Mdm2/MdmX binding inhibition; inhibition, % at 8 µM; SaOS-2 split-luciferase Mdm2/MdmX complementation, luminescence; AID 485346; hit rate 3% among 330,000;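 active = inhibition of at least 50% at 8 µM in the primary screen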
Target sequence (O15151 whole entry, looked up): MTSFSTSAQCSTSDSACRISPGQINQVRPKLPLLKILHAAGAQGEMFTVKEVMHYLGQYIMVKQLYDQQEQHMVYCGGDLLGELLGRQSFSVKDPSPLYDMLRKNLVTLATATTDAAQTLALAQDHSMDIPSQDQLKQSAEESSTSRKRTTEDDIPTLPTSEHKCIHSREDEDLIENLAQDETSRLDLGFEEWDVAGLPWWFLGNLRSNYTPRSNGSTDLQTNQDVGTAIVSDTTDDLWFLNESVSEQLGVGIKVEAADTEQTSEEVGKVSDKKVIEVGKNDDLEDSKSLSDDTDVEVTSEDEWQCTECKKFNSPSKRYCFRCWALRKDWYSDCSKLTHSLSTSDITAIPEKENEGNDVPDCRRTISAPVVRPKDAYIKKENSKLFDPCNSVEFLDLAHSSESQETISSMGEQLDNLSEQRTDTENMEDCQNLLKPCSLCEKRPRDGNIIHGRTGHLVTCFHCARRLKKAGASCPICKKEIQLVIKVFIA
Target sequence (Q00987 whole entry, looked up): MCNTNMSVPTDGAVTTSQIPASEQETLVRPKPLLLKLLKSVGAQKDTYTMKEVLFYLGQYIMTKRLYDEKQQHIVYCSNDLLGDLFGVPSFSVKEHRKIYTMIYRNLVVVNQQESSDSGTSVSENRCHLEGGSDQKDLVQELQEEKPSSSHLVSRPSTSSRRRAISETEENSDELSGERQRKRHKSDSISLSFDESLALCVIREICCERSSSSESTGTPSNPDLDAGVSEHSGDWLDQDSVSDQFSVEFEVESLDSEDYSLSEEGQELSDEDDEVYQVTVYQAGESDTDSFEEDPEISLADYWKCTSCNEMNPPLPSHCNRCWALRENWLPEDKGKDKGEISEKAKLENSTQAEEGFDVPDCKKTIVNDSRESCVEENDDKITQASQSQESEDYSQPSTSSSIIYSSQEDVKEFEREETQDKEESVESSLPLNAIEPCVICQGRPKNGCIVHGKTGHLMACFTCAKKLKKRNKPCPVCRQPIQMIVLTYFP
XBP1 UPR activ – adaptive UPR (XBP1) activation. hit rate 0.33% among 330,000. CHO-XBP1 luciferase reporter, IRE1-XBP1 UPR activation, luminescence; percent of tunicamycin response, DMSO as zero. AID 463104. activation, % at 20 µM;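 active = versus positive control, 20 µM dose yields 30% or more activation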;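 note: 100% = tunicamycin at 10 µg/mL and 0% = DMSO only wells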
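Material: CHO cell line with stable XBP1 luciferase reporter; schedule: 16-18 h cell attachment at 37 °C, then 6 h compound exposure; signal: glow luminescence from Steady-Glo reagent; medium: serum-containing F12 medium, 10% FBS; benchmarks: tunicamycin 10 µg/mL and vehicle-only wells; read-out: percent activation relative to tunicamycin reference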
tim23-1 inh – tim23-1 yeast growth inhibition; S. cerevisiae tim23-1 growth, BacTiter-Glo luminescence, 24 h; inhibition, % at 20 µM; hit rate 1.3% among 330,000;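 active = growth inhibition of the mutant yeast at or above 50%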;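 note: temperature-sensitive mutant grown at 25 °C; plate controls were DMSO-treated mutant yeast for no effect and medium wells lacking yeast for full effect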
tim10-1 inh – growth inhibitors of tim10-1 mutant yeast | hit rate 2.2% among 330,000 | AID 463190 | inhibition, % at 20 µM | S. cerevisiae tim10-1 ts strain growth, BacTiter-Glo, 24 h;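 active = inhibition of at least 40%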;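 note: mutant grown at 25 °C; 0% = DMSO wells with yeast and 100% = wells holding no yeast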
APJ agonist – activates the human apelin receptor APJ | P35414 | CHO-K1 APJ PathHunter beta-arrestin, luminescence; 0% DMSO wells, 100% apelin | activation, % at 20 µM | hit rate 0.11% among 330,000 | AID 2520;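 active = activation more than six SD over the plate average, tested at 20 µM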;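 note: 0% = DMSO alone and 100% = apelin-13 at 10 nM; some results filed as inactive read as strong as hits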
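Material: CHO-K1 APJ beta-arrestin complementation cell line; Input: cell density 1000 per well; Incubation: compound stimulation 90 min at 25 °C, detection 60 min; Signal: luminescence from split beta-galactosidase complementation, Galacton Star/Emerald II substrate; Controls: DMSO-only wells as negative, 10 nM Apelin-13 as positive control.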
* = called active by the depositor. Not all compounds are listed, so the mix of outcomes need not match the whole.

SMILES | UPR CHOP act | TIM10 inh | CXCR6 block | APJ antagonist | Mdm2-MdmX inh | XBP1 UPR activ | tim23-1 inh | tim10-1 inh | APJ agonist
Cc1c(NC(=O)CN2C(=O)NC(C)(c3ccccc3Cl)C2=O)c(=O)n(-c2ccccc2)n1C (stereo not drawn) | 1.4 | 3 | -10 | 2 | -36 | -1 | 8 | 9 | 0
Cc1cccc(-n2ncc3c(NCCCN4CCCC4=O)ncnc32)c1 | 5.0 | 1 | 3 | 5 | -18 | 3 | -9 | 4 | -5
CCN(CC)C(=O)COc1ccc(/C=C(\C#N)S(=O)(=O)c2ccccc2)cc1OC | 7.0 | 15 | 2 | -13 | 14 | 1 | 9 | 13 | -3
CCC(=O)c1ccc(OCC(O)CN2CCN(c3ccccn3)CC2)cc1 (stereo not drawn) | 0.1 | -9 | 4 | 8 | -10 | -2 | -6 | -30 | 2
CCOC(=O)c1oc2cccc(O)c2c1CN(Cc1ccccc1)C(C)=O | -1.4 | -29 | 0 | 10 | 11 | 1 | -3 | 28 | 1
COC(C(=O)NC1CCCCCCC1)c1ccccc1 (stereo not drawn) | -0.9 | -2 | 3 | 8 | 11 | -3 | 13 | 15 | -4
COc1ccc(N2CC(C(=O)N3CCOCC3)CC2=O)cc1 (stereo not drawn) | -0.1 | -8 | 0 | 22 | 7 | -2 | -10 | -16 | -2
CCN(CCNS(=O)(=O)c1ccc2c(c1)oc(=O)n2C)c1ccccc1 | 0.6 | -4 | 3 | 12 | 21 | -2 | 14 | 18 | 4
CCOc1ccccc1Nc1ccc(C(=O)O)cc1NC(C)=O | -2.2 | 8 | -5 | 1 | 1 | 1 | 10 | -1 | 3
Cc1cc(C)cc(C(=O)Oc2coc(CSc3nnc(NC(=O)C4CC4)s3)cc2=O)c1 | -0.4 | 17 | -2 | 14 | 22 | 0 | -1 | 7 | -4

8 structures out of the list, sorted by number of heavy atoms, ascending.
SMILES | UPR CHOP act | TIM10 inh | CXCR6 block | APJ antagonist | Mdm2-MdmX inh | XBP1 UPR activ | tim23-1 inh | tim10-1 inh | APJ agonist
COC(C(=O)NC1CCCCCCC1)c1ccccc1 (stereo not drawn) | -0.9 | -2 | 3 | 8 | 11 | -3 | 13 | 15 | -4
COc1ccc(N2CC(C(=O)N3CCOCC3)CC2=O)cc1 (stereo not drawn) | -0.1 | -8 | 0 | 22 | 7 | -2 | -10 | -16 | -2
CCOc1ccccc1Nc1ccc(C(=O)O)cc1NC(C)=O | -2.2 | 8 | -5 | 1 | 1 | 1 | 10 | -1 | 3
CCN(CCNS(=O)(=O)c1ccc2c(c1)oc(=O)n2C)c1ccccc1 | 0.6 | -4 | 3 | 12 | 21 | -2 | 14 | 18 | 4
CCOC(=O)c1oc2cccc(O)c2c1CN(Cc1ccccc1)C(C)=O | -1.4 | -29 | 0 | 10 | 11 | 1 | -3 | 28 | 1
CCN(CC)C(=O)COc1ccc(/C=C(\C#N)S(=O)(=O)c2ccccc2)cc1OC | 7.0 | 15 | 2 | -13 | 14 | 1 | 9 | 13 | -3
Cc1cc(C)cc(C(=O)Oc2coc(CSc3nnc(NC(=O)C4CC4)s3)cc2=O)c1 | -0.4 | 17 | -2 | 14 | 22 | 0 | -1 | 7 | -4
Cc1c(NC(=O)CN2C(=O)NC(C)(c3ccccc3Cl)C2=O)c(=O)n(-c2ccccc2)n1C (stereo not drawn) | 1.4 | 3 | -10 | 2 | -36 | -1 | 8 | 9 | 0

2 compounds from above, reduced to APJ antagonist:
structure,APJ antagonist
CCN(CC)C(=O)COc1ccc(/C=C(\C#N)S(=O)(=O)c2ccccc2)cc1OC,-13
CCC(=O)c1ccc(OCC(O)CN2CCN(c3ccccn3)CC2)cc1 (stereo not drawn),8

(further entries)
SMILES | UPR CHOP act | TIM10 inh | CXCR6 block | APJ antagonist | Mdm2-MdmX inh | XBP1 UPR activ | tim23-1 inh | tim10-1 inh | APJ agonist
Cc1ccc2nsnc2c1NC(=O)COc1ccccc1 | 0.3 | -25 | -1 | -9 | 3 | -3 | 2 | -5 | -3
CC1(C)Oc2ccc(C(=O)NC3CCCC3)cc2N(CC(=O)N2CCOCC2)C1=O | -1.2 | -1 | 4 | 13 | 30 | 0 | 7 | 9 | -4
COc1ccc(N2CCN(C(=O)c3ccc(N(C)S(=O)(=O)c4ccc(C)cc4)cc3)CC2)cc1 | -1.6 | 16 | -5 | -3 | 28 | -2 | 30 | 17 | -2
CCc1nnc(NS(=O)(=O)c2ccc(NC(=O)c3ccccc3OC)cc2)s1 | -0.6 | 2 | -13 | -30 | -2 | -3 | 10 | 18 | 1
COc1ccccc1OCCCCN1CCN(c2ccccc2OC)CC1 | -1.0 | -2 | 0 | 0 | -4 | -1 | 2 | 6 | -6
Brc1ccc(-c2cn3cccnc3n2)cc1 | 4.4 | 33 | -19 | -29 | -18 | 3 | 39 | 5 | 2
Nc1nc2nonc2nc1N | 0.5 | 15 | -19 | 17 | 8 | -3 | 8 | 7 | -1
COc1ccc(N=Cc2c[nH][nH]c2=O)cc1 | 0.3 | 8 | -10 | -4 | 14 | 0 | 8 | -9 | -1
CCN(CCCNC(=O)c1ccc2c(c1)NC(=O)CN2C)c1cccc(C)c1 | -0.9 | -5 | 10 | -27 | 83* | 1 | 8 | 4 | -2
CN1CCN(c2nc(-c3ccccn3)nc3ccccc23)CC1 | -2.2 | -57 | 6 | 21 | 22 | -2 | -39 | -8 | -3
COCCNC(=S)N1C2CCC1CC(NC(=O)NC13CC4CC(CC(C4)C1)C3)C2 (stereo not drawn) | -2.4 | 5 | -3 | 8 | 10 | -1 | 7 | 1 | 2
COc1cc(NS(=O)(=O)c2ccc(NC(=S)NC(=O)c3ccc(F)c(F)c3)cc2)nc(OC)n1 | 0.5 | -1 | 22 | 26 | 5 | -2 | 1 | 1 | -2
COC(=O)[C@@]1(Cc2ccc(F)cc2)[C@H]2c3cc(C(=O)N(C)C)n(C[C@H](O)CO)c3C[C@H]2CN1C(=O)c1ccccc1 | -0.3 | -10 | -8 | 8 | 16 | -2 | -7 | -18 | -3
O=C(c1cccs1)N1N=C(c2ccccc2)CC1c1ccccc1 (stereo not drawn) | -0.6 | -13 | 6 | 8 | 12 | 3 | 42 | -14 | -2
Cc1ccccc1S(=O)(=O)/N=C(/c1ccccc1)N(C)C | 2.9 | -6 | 4 | 9 | -8 | -7 | 14 | 19 | 4
CCCCOc1ccccc1NC(=O)Cn1c(-c2nonc2N)nc2ccccc21 | 9.8 | -27 | -1 | -10 | 90* | 101* | -43 | 13 | -2
Cc1ccc(S(=O)(=O)N(C)C)cc1NC(=O)COC(=O)COc1ccc2c(C)cc(=O)oc2c1 | -1.0 | -2 | 2 | 3 | 9 | 1 | 14 | 12 | -6
O=P(OCC1CC1)(c1ccccc1)c1ccccc1 | 0.6 | -36 | -10 | -33 | 23 | -2 | 6 | 26 | -3
COc1ccccc1N1CCN(C(=O)c2ccncc2)CC1 | -0.6 | -1 | -4 | 1 | 13 | -3 | 5 | -6 | 2
CCOc1cc(N2CCOCC2)c(OCC)cc1NC(=O)COC(=O)CCn1c(C)csc1=O | -1.2 | 0 | 3 | -3 | 10 | 0 | -3 | 0 | -4
CC1CCCCC1NC(=O)c1cccc(N2C(=O)C3C4C=CC(C4)C3C2=O)c1 (stereo not drawn) | -1.3 | -2 | 4 | 19 | 8 | -7 | 15 | 23 | -4
CCOC(=O)C1=C(CCc2ccccc2)NC(=O)NC1c1ccc(Br)cc1 (stereo not drawn) | 1.3 | 7 | 1 | -11 | 31 | -1 | 26 | 8 | -3
C[n+]1cccc(C(=O)NCC2CCCO2)c1 (stereo not drawn) | -0.8 | -8 | 1 | 5 | -7 | -1 | 9 | -7 | 2
COc1ccccc1CNC(=O)CNC(=O)N1CC(=O)Nc2ccccc21 | -0.7 | 7 | -6 | -12 | -4 | -5 | 2 | -9 | -2
Cc1nc(NC(=O)/C=C/c2ccc(F)cc2)sc1C(=O)N(C)C | -1.8 | -6 | 5 | -8 | 5 | -2 | 17 | 28 | 0
CC(C)C(C(=O)NC1CCCC1)N(CC1CCCO1)C(=O)CNS(=O)(=O)c1ccc(F)cc1 (stereo not drawn) | -0.2 | 9 | 3 | 20 | -14 | -4 | 3 | 7 | -1
CCOC(=O)CSc1nnc(Cc2ccc(OC)cc2)n1-c1ccccc1 | 0.4 | 7 | 0 | -7 | 6 | 1 | 19 | 21 | -2
O=C(Nc1cccc2c1CCCC2)c1ccc(Cl)c([N+](=O)[O-])c1 | 1.4 | 0 | -10 | 4 | 56* | -4 | 0 | -2 | -3
Cc1[nH]nc2c1C1(CCOCC1)C(C#N)=C(N)O2 | -0.8 | 11 | 0 | 3 | 1 | 2 | -10 | 12 | 1
COc1cc(C(=S)N2CCOCC2)ccc1OC(=O)c1ccc(Br)cc1 | 9.1 | 8 | -14 | 9 | -7 | 0 | 27 | -4 | 6
CCCn1nnc2ccccc2c1=O | 0.1 | 0 | -5 | -8 | -47 | 2 | 11 | 4 | 0
COC(=O)CC1COc2ccccc2N1C(=O)c1cccc(Cl)c1 (stereo not drawn) | 0.7 | 23 | -2 | -19 | -15 | 2 | 12 | 25 | -3
CCCC(CNC(=O)COC(=O)C1=NNC(=O)CC1)c1ccc(Cl)cc1Cl (stereo not drawn) | -1.0 | -8 | 11 | 5 | -12 | -3 | -11 | 1 | -5
c1cnc(-c2noc(CN3CCN(C4C5CC6CC(C5)CC4C6)CC3)n2)cn1 (stereo not drawn) | -2.9 | -7 | 3 | 0 | 17 | -1 | 6 | 7 | -1
COc1c(C)cc(Br)cc1C(=O)Nc1ccc(S(N)(=O)=O)cc1 | -0.1 | 9 | -3 | 8 | -1 | -2 | 21 | 1 | -3
COc1ccc(N2CCN(CC(=O)Nc3c(C)cc(C)cc3C)CC2)cc1 | 0.4 | -13 | 1 | 5 | 3 | 0 | 7 | 19 | -1
COc1ccc(C(=O)COC(=O)c2cccs2)cc1 | -5.6 | -4 | 6 | 15 | -134 | -9 | 9 | -11 | 0
CC1Oc2ccccc2N(CC(=O)c2ccccc2)C1=O (stereo not drawn) | -1.5 | 6 | -2 | 17 | -15 | -1 | 16 | 29 | -5
Cc1ccc(Nc2c(-c3cccnc3)nc3ccc(Br)cn23)cc1 | 0.5 | 9 | 5 | -4 | 0 | -2 | 15 | 21 | -4
CCOC(=O)CCSc1nc(C)c2cc(C)c(C)cc2n1 | 2.1 | 12 | -1 | 13 | 7 | 7 | 11 | 12 | -2
CN(CC(=O)Nc1ccc(Cl)c(C(F)(F)F)c1)C(=O)C1CCC1 | 2.4 | 7 | -6 | 9 | 17 | -3 | 10 | 15 | -9
CC1CC(C)CN(C(=O)CSc2nnc3ccccn23)C1 (stereo not drawn) | 1.6 | 2 | 5 | -5 | 3 | 2 | -6 | -12 | 0
